Bioassay records deposited in PubChem BioAssay by National Center for Advancing Translational Sciences (NCATS).
ATXN2 expr inh – ATXN2 expression inhibition; HEK-293 ATXN2-luciferase reporter, luminescence, 24 h; Potency, µM (doses to about 57 µM), without a hit: top-dose activity change, negative = inhibition, hits mostly inhibitors; 0.72% of 360,000 active; AID 1745845; further: potency means the concentration at half of the fitted maximal effect; on the % scale 0 is the no-effect control and ±100 the full control effect; nearly all actives have a fitted effect of over 55% in size
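qHTS (up to 57 uM final) was run with 24 h compound exposure of reporter cells at 37 °C. Each well was multiplexed: SteadyGlo luminescence measured ATXN2-luciferase expression after a fluorogenic Gly-Phe-AFC viability readout (25 uM final).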
HepG2 viability – kills HepG2 cells in TGF-b inhibitor counter-screen; AID 588856; 0.76% of 410,000 active; HepG2 CAGA-GFP viability, ATP luminescence, 18 h; Potency, µM (highest dose often 46.1 µM), for the others: at the top dose activity change, negative = cytotoxicity, actives largely listed as cytotoxic; further: potency means the concentration at half of the fitted maximal effect; some results filed as inactive show a strong effect at the top dose
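HepG2 CAGA-GFP cells (1000/well, DMEM with 1% FBS) received compound, then TGF-beta at 500 pg/mL final, and were incubated 18 hours at 37 degrees C. Viability was read by CellTiter-Glo luminescence. Media-only wells were set as complete cell-killing and DMSO as no toxicity.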
S2 tox – cell viability loss in ATXN counter-screen; S2 cells (HEK-293 line with an ATXN2-luciferase reporter) viability, CellTiter-Fluor protease fluorescence, 24 h; Potency, µM (highest dose often 56.7 µM), actives largely listed as cytotoxic; 0.49% of 400,000 active; further: potency means the concentration at half of the fitted maximal effect; nearly all actives have a fitted effect of over 40% in size
MCF10A rereplic – inducers of DNA re-replication in MCF 10A breast cells; Potency, µM (highest dose often 46.1 µM), inactives show at the highest dose activity, positive = re-replication, actives largely listed as activators; MCF 10A DNA re-replication, Hoechst nuclear intensity, 48 h; 2.9% of 350,000 active; further: potency means the concentration at half of the fitted maximal effect; % of control where 0% means no effect; nearly all actives have a fitted effect of over 50% in size
IL1B secr inh – inflammasome signaling inhibition, IL-1 beta readout; THP-1 LPS/ATP IL-1B secretion, AlphaLISA, 16 h; hits give low values; activity change, % at 57.5 µM; 4.7% of 360,000 active; AID 743279; in the data active means activity change below about -50%; inconclusive means mostly about -30% to -49%; further: on the % scale 0 is the no-effect control and ±100 the full control effect
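Secreted IL-1B measured by AlphaLISA bead assay after 16 h compound exposure of THP-1 cells; compounds (final up to 57.5 uM) added 1 h before LPS (250 ng/mL) and ATP (1.25 mM) stimulation; lower signal means less secretion.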
SW480 rereplic – induces DNA re-replication in SW480 colon adenocarcinoma cells | 1.8% of 340,000 active | Potency, µM (doses to about 46.1 µM), inactives show at the highest dose re-replication activation, hits mostly activators | AID 624297 | SW480 DNA re-replication, Hoechst DNA content imaging, 48 h; further: potency means the concentration at half of the fitted maximal effect; % of control where 0% means no effect; nearly all actives have a fitted effect of over 55% in size
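Quantitative HTS format with DMSO vehicle controls; 48 hr drug incubation at 37 C, then 40 min Hoechst staining and scanning imager measurement at 405 nm excitation.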
KB-3-1 cytotox – kills parental KB-3-1 adenocarcinoma cells | KB-3-1 viability, CellTiter-Glo ATP luminescence, 72 h | Potency, µM (doses to about 46.1 µM), for the others: at the top dose activity change, negative = cytotoxic, hits mostly cytotoxic | 1.4% of 400,000 active | AID 1347075; further: potency means the concentration at half of the fitted maximal effect; on the % scale 0 is the no-effect control and ±100 the full control effect; nearly all actives have a fitted effect of over 60% in size
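Luminescent ATP read-out (CellTiter-Glo) measures survival of drug-naive KB-3-1 cells after 72 h compound exposure at 37 °C. Titration series was screened from lowest to highest concentration, with DMSO vehicle plates as background controls.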
HT1080-NT tox – kills 2HG-producing HT-1080-NT fibrosarcoma cells. HT-1080-NT fibrosarcoma viability, CellTiter-Glo ATP luminescence, 48 h. Potency, µM (series often up to 46.1 µM), inactives show at the highest dose activity, negative = less viability, usual class: cytotoxic. 1.6% of 360,000 active;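 further: NT is the 2HG producing partner of a matched IDH1 knockdown line; potency means the concentration at half of the fitted maximal effect; 0% = DMSO-treated cells and -100% = media-only wells without cells; nearly all actives have a fitted effect of over 55% in size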
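Viability by CellTiter-Glo luminescence after 48 h compound exposure at 37C of HT-1080-NT cells (750/well, RPMI, 5% FBS). % activity scaled between DMSO wells and medium-only wells, then curve-fitted and categorized by curve class.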
HT1080 IDH1KD tx – toxicity to HT-1080 IDH1 knockdown cells (counter line); Potency, µM (highest dose often 46.1 µM), inactives show at the top dose activity, negative = toxicity, hits mostly cytotoxic; HT-1080 IDH1 knockdown viability, ATP luminescence, 48 h; 2% of 360,000 active;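 further: potency means the concentration at half of the fitted maximal effect; 0% = DMSO wells and -100% = cell-free medium wells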
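Viability of IDH1-knockdown HT-1080 fibrosarcoma cells was assessed by CellTiter-Glo after 48 h at 37 °C with titrated compound; concentration-effect curves were classified by fit quality and response size.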
An asterisk follows results filed as active; i = inactive; ? = inconclusive; · = no result given; [ ] = remark or other dose. Unless noted, the call rests on the fitted dose curve; in most records, active means well fitted curve in the direction sought with a large enough effect; inconclusive means small, poorly fitted or top-dose-only effect, or another doubt; inactive means no such curve, though single readings can be large; an effect the other way counts as inactive or inconclusive.

| SMILES | MCF10A rereplic | S2 tox | HepG2 viability | ATXN2 expr inh | HT1080-NT tox | HT1080 IDH1KD tx | IL1B secr inh | SW480 rereplic | KB-3-1 cytotox |
| --- | --- | --- | --- | --- | --- | --- | --- | --- | --- |
| Cc1cc(C)cc(NC(=O)C(CC(C)C)NC(=O)C2CCCCC2)c1 (configuration not stated) | · | i | -17% | 13% | · | · | · | · | -3% |
| O=C(Nc1ccc2c(c1)OCO2)C1CCN(S(=O)(=O)Cc2ccccc2)CC1 | -3% | i | -21% | 5% | -8% | -5% | -3 | 5% | 14% |
| CC(C)(C)C(=O)NCC12C=CC(O1)C1C(=O)N(c3ccccc3)C(=O)C12 (configuration not stated) | ? | i | -45% | 6% | -4% | ? | 12 | ? | -12% |
| COc1cc(S(=O)(=O)NCc2ccc3c(c2)OCO3)ccc1F | -1% | ? | -7% | · | 0% | -1% | -1 | 5% | 0% |
| c1cnc2c(Oc3ncnc4sccc34)cccc2c1 | 5% | i | 4% | · | 6% | 12% | 18 | 0% | -20% |
| Cc1ccc(OCC(=O)NS(=O)(=O)c2ccccc2)cc1 | 14% | i | 9% | 3% | 0% | 1% | 38 | -13% | -4% |
| C[C@H]1CN([C@@H](C)CO)S(=O)(=O)c2ccc(Br)cc2O[C@@H]1CN(C)C(=O)C1CCOCC1 | · | i | 10% | 13% | 14% | 12% | 14 | · | -6% |
| CC(=O)c1cccc(NC(=O)c2sc3nc4n(c(=O)c3c2C)CCCCC4)c1 | 22% | i | -8% | 2% | 0% | 0% | -27 | -8% | 8% |
| N#CCCn1cc(C(=O)Nc2ccccc2Br)c(-c2cccs2)n1 | ? | i | -14% | -17% | -6% | -11% | -18 | ? | -9% |
| COc1ccc(Cl)cc1-c1nc(SCC(=O)N(C)C2CCS(=O)(=O)C2)n[nH]1 (configuration not stated) | -35%[inhibitor] | i | 8% | 1% | 2% | -2% | 4 | 1% | 3% |
| Cc1cc(Br)cn2c(Cc3ccsc3)c(-c3ccc(Cl)cc3)nc12 | · | ? | -14% | -14% | ? | ? | 89 | · | ? |
| COc1ccc(C2C(C(C)=O)=C(O)C(=O)N2Cc2cccnc2)cc1 (configuration not stated) | 8% | i | 3% | 0% | -6% | -13% | 20 | -6% | 6% |
| O=C(O)CC12CC3CC(C1)CC(n1ncc(NCc4ccccc4Cl)c(Cl)c1=O)(C3)C2 | 18% | i | 2% | -23% | -6% | -10% | -29 | -5% | -10% |
| C(#CCN1CCOCC1)CCCN1CCOCC1 | -4% | i | -8% | 5% | 6% | -2% | 26 | 5% | -3% |
| COc1ccc(-c2noc(CN(C)Cc3ccccc3)n2)c(OC)c1OC | 6% | i | -27% | 13% | -5% | -5% | -5 | -5% | -6% |
| CCC(C)(C)C1CCC(=NNS(=O)(=O)c2ccc(C)c([N+](=O)[O-])c2)CC1 (configuration not stated) | 17% | i | -1% | ? | 8% | 13% | -10 | -2% | 18% |
| CCn1c(-c2cccn(Cc3ccc(Cl)cc3Cl)c2=O)n[nH]c1=S | -3% | i | 4% | 1% | -24% | 1% | 49 | -3% | -7% |
| O=S1(=O)N[C@H](Cc2ccccc2)COc2cccc(N3CCN(Cc4ccccc4F)CC3)c21 | · | 18µM* | · | ? | ? | ? | 0 | · | -26% |
| COc1ccc([C@@H]2CC=C(C(=O)O)[C@H](c3ccccc3F)N2S(=O)(=O)c2ccccc2C)cc1 | -3% | ? | 2% | 5% | 2% | 2% | -10 | -7% | 8% |
| COc1ccc(C(=O)C2CN(c3ccccc3)CC2c2ccc(Cl)cc2)cc1 (configuration not stated) | ? | i | -1% | -13% | 13% | 15% | -8 | 2% | -9% |
| FC(F)(F)c1cccc(Cn2c3[n+](c4ccc(C(F)(F)F)cc42)CCCCC3)c1 | 10% | i | 8% | -27% | -22% | -21% | -77* | 1% | -3% |
| O=C(/C=C/[C@H]1O[C@@H](n2ccc(=O)[nH]c2=O)[C@H](O)[C@@H]1O)NC1CCN(Cc2ccccc2)C1 (some centres not stated) | · | i | -12% | 10% | 20% | 21% | 18 | · | 0% |
| COC(=O)C[C@H]1C=C[C@@H](NC(=O)c2ccncc2)[C@@H](CO)O1 | · | · | · | · | 9% | 13% | 10 | · | 7% |
| COCCN1CN(S(=O)(=O)c2ccccc2)c2nc3ccccc3nc21 | -7% | i | 0% | 3% | -11% | -9% | -6 | -1% | -9% |
| CCn1c(=O)cc(OCC(=O)Nc2ccccc2N2CCN(C)CC2)c2ccccc21 | -3% | i | -29% | 16% | -15% | -1% | -19 | -1% | -27% |
| O=C(c1cnn(C(=O)c2ccccc2F)c1)c1ccccc1O | -3% | ? | 3% | 19% | 3% | 0% | -12 | 1% | 7% |
| Cc1ccc(NC(=O)C(C)OC(=O)c2nc(Cl)ccc2Cl)cc1S(=O)(=O)N1CCOCC1 (configuration not stated) | 6% | i | -13% | 5% | -1% | -1% | 21 | -14% | 14% |
| CCOc1ccc(S(=O)(=O)Nc2ccc(OC)c(Cl)c2)c2cccnc12 | · | i | -31% | -17% | · | · | · | · | 0% |
| Cc1ccc(/C=C/C(=O)NCCCN2CCN(CCCNC(=O)/C=C/c3ccc(C)o3)CC2)o1 | -2% | i | 0% | -1% | 1% | 5% | 5 | -1% | -3% |
| O=C(Nc1cc(Sc2nc3ccccc3s2)cc([N+](=O)[O-])c1)c1ccccc1F | ? | ? | -2% | -29% | -16% | -24% | 33 | ? | ? |
| O=C(Cc1ccc(Cl)cc1)Nc1ccccc1N1CCN(C(=O)c2ccccc2)CC1 | 18µM* | ? | -43% | ? | -16% | -30% | ? | ? | -20% |
| CCC(C)(C)NC(=O)C(c1cccnc1)N(C(=O)c1csnn1)c1ccccc1 (configuration not stated) | -17% | i | -12% | -22% | -4% | 1% | -15 | 2% | 16% |
| CCc1ccccc1NC(=S)N(CCOC)C(C)c1ccco1 (configuration not stated) | 8% | i | 3% | 2% | 3% | -3% | -10 | 4% | 1% |
| Cc1ccc2nc(NC(=O)CCCc3nc4ccccc4s3)sc2c1 | 24% | i | 3% | 39%[activator] | -10% | -11% | 45 | 2%[9.22 µM] | 0% |
| CN1CCc2nc(SC(C(=O)O)c3ccccc3)c(C#N)c(-c3cccs3)c2C1 (configuration not stated) | 7% | i | 4% | 6% | -4% | -1% | -1 | 10% | 0% |
| Cc1cc(=O)[nH]c(SCC(=O)N2CC3(C)CC2CC(C)(C)C3)n1 (configuration not stated) | 15% | i | -2% | 4% | 1% | 12% | 9 | -5% | 7% |
| COC(=O)c1ccc(Cn2c(O)c(N=NC(N)=S)c3ccccc32)o1 | 1% | ? | -71% | · | -2% | 0% | ? | 23µM* | -3% |
| Cc1nnsc1C(=O)N1CCCC(C)(C(=O)NS(=O)(=O)C2CC2)C1 (configuration not stated) | · | i | -4% | 4% | 27% | 1% | 21 | · | 0% |
| CCOc1ccc2[nH]c(=O)c(C(c3nnnn3C3CCCCC3)N3CCN(C)CC3)cc2c1 (configuration not stated) | 2% | i | -15% | -3% | -7% | -11% | -8 | -5% | -5% |
| COc1ccc2c(-c3ccccc3)cc(SCC(=O)NC(N)=O)nc2c1 | 5.8µM* | ? | 3% | · | -1% | -1% | 17 | -38%[inhibitor] | 4% |
| CCNC(=O)N(C)C[C@H]1N[C@@](CC)(C(=O)OC)[C@H]2C(=O)N(C)C(=O)[C@@H]12 | 26% | i | -1% | 0% | 4% | 6% | 10 | -4% | 12% |
| O=C(Cc1ccc(Cl)cc1)N/N=C/c1cccs1 | 8% | i | -3% | · | 7% | 5% | -2 | -57%[inhibitor] | 1% |
| O=C(Cn1nc(CNc2ccc(Cl)cc2)[n+]2c1CCCCC2)c1ccc(Cl)cc1 | 1% | i | -7% | -5% | ? | ? | ? | 4% | 16µM* |
| COc1cc(/C=C/C(=O)O)cc(S(=O)(=O)Nc2ccccc2C(=O)NCc2ccco2)c1OC | -25% | i | -12% | -5% | -3% | -3% | 0 | -2% | ? |
| CCN(C(=O)c1coc(=O)c2ccccc12)c1ccccc1C | · | i | 14% | -9% | · | · | · | · | 3% |
| CCc1ccc(N2CN(CCc3ccccc3)CNC2=S)cc1 | -1% | i | -58% | -24% | -2% | 0% | 18 | -11% | 0% |
| CC(=O)Nc1ccc(S(=O)(=O)NCc2ccc(C(=O)NCCCN3CCC(C)CC3)cc2)cc1 | 10% | i | -6% | 1% | 2% | -2% | -4 | ? | 7% |
| CCN(CC)CCN(C(=O)c1ccc(S(=O)(=O)N(CC)c2ccccc2)cc1)c1nc2c(OC)ccc(OC)c2s1 | 11% | ? | -6% | -11% | 1% | 17% | 4 | -4% | 0% |
| C=CCn1c(SCc2nc3sc(C(=O)O)c(C)c3c(=O)[nH]2)nnc1-c1ccc(F)cc1 | -3% | i | -8% | -4% | 10% | 10% | 3 | -1% | 5% |
| CCN(CC)C(=O)COc1ccc(/C(C)=N/Nc2ncc(Cl)cc2Cl)cc1 | -16% | i | -20% | 5% | 7% | 11% | -17 | 4% | -4% |
| CC(=O)Nc1ccc(NC(=O)C2CCC(N3C(=O)C4C5C=CC(C6CC56)C4C3=O)CC2)cc1 (configuration not stated) | 23µM* | i | 10% | · | -1% | -2% | 20 | 2% | 0% |
| COc1ccc(-c2nc3c(n2O)CCCC3=O)cc1OC | 0% | i | 6% | -2% | 5% | 11% | 34 | 2% | 22% |
| N#CCOc1nc(N2CCCC2)nc(N2CCCC2)n1 | 0% | i | 6% | -3% | 10% | 2% | -15 | -10% | 21% |
| Cc1cc(NC(=O)CCCn2nc([N+](=O)[O-])c(Cl)c2C)no1 | 9% | i | -17% | · | -1% | 10% | -1 | -7% | 6% |

No enrichment for hits; overall some 8.9% were active at least once.
